Bioassay records (PubChem)
Mtb BioA inh: BioA (M. tuberculosis) enzyme inhibition; 360,000 compounds, 0.096% hits; inhibition, % at 9.99 µM; AID 602481; purified M. tuberculosis BioA enzyme, plate reader; in the data active means inhibition above about 40%; inconclusive means no clear call, values can overlap the other calls
GDH-TPI inh: counter-screen for M. tuberculosis FBA inhibitors: GDH-TPI coupled enzymes | inhibition, % at 4.8 µM | GDH-TPI coupled enzyme counterscreen, NADH absorbance | AID 588335 | 360,000 compounds, 1.2% hits; in the data active means inhibition above about 30%;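 further: 0% = DMSO wells and 100% = wells lacking the enzyme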
PfHsp40 yeast: compounds rescuing yeast from Plasmodium falciparum HSP40 toxicity | S. cerevisiae expressing PfHsp40, growth rescue, ATP luminescence | growth rescue, % at 12.5 µM | 340,000 compounds, 0.68% hits; in the data active means growth rescue above about 28%, passing the limit was not always enough; inconclusive means no clear call, values can overlap the other calls;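 further: yeast W303a lacking pdr1 and pdr3 grown in galactose medium; growth measured after three days at 30 °C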
UGM FP inh: inhibitors of M. tuberculosis UDP-galactopyranose mutase; 320,000 compounds, 0.06% hits; AID 504406; P9WIQ1; inhibition, % at 10 µM; purified UGM, fluorescence polarization probe displacement; in the data active means inhibition above about 10%, passing the limit was not always enough; inconclusive means no clear call, values can overlap the other calls
FBA Mtb inh: inhibits M. tuberculosis FBA enzyme; P9WQA3; purified M. tuberculosis FBA, fluorescence read-out; 360,000 compounds, 2.3% hits; inhibition, % at 1 µM; in the data active means inhibition above about 27%;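 further: 0% = vehicle and 100% = reference inhibitor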
FadD28 FP inh: inhibitors of Mycobacterium tuberculosis FadD28 bisubstrate binding; FadD28 bisubstrate probe binding, fluorescence polarization; inhibition, % at 12.5 µM; 360,000 compounds, 0.22% hits; AID 588549; in the data active means inhibition above about 8.5%, passing the limit was not always enough; inconclusive means no clear call, values can overlap the other calls
BoNT-A LC inh2: BoNT A light chain protease inhibition. multiplex microsphere protease substrate cleavage, flow cytometry. inhibition, % at 10 µM. 360,000 compounds, 0.17% hits; further: plate controls were buffer without enzyme for full effect and enzyme alone for no effect
Anthrax LF prot: anthrax lethal factor protease inhibition; P15917; multiplex microsphere protease cleavage assay, LF; inhibition, % at 10 µM; 360,000 compounds, 0.12% hits; AID 588501; further: plate controls were buffer without enzyme for full effect and enzyme alone for no effect
Target sequence (P15917 whole entry, looked up): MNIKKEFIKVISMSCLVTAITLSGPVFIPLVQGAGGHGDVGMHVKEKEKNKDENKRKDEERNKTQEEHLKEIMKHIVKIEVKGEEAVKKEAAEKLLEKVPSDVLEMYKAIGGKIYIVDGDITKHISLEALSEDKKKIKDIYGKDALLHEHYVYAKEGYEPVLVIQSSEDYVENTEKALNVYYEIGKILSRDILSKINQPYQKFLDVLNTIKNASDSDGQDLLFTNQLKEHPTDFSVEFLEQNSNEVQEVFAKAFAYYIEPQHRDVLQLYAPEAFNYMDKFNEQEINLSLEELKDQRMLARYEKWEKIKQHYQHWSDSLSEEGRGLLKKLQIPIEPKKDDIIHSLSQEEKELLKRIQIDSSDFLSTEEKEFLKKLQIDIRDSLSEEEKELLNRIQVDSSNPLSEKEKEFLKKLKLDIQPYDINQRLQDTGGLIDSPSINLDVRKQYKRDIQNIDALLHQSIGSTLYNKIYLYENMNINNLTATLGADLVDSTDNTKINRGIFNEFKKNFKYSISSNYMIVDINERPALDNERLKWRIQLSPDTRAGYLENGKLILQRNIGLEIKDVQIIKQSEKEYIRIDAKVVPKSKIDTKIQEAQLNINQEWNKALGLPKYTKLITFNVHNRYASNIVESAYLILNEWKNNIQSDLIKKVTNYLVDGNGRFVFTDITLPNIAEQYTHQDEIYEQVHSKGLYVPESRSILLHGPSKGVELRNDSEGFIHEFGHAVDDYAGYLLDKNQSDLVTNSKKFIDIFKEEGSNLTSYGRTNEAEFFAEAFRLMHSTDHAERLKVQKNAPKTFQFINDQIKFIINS
BoNT F protease: BoNT F light chain protease inhibition; 360,000 compounds, 0.22% hits; inhibition, % at 10 µM; Multiplex microsphere protease cleavage assay, flow cytometry; in the data active means inhibition above about 35%, passing the limit was not always enough; inconclusive means no clear call, values can overlap the other calls; further: plate controls were buffer without enzyme for full effect and enzyme alone for no effect
An asterisk follows results filed as active; ? = inconclusive; / = not tested or not shown; & = joins results of further samples. Unless noted, no stated cut-off is given here; in the data, active means inhibition above about 30%; inconclusive means no clear call, values can overlap the other calls; inactive means below that.

1	CC1CCCN(C(=O)c2nn(C)c3c2CSc2ccccc2-3)C1 (stereo unspecified)
2	CNc1cnc(-c2cccc(C(=O)N3CCOCC3)c2)cn1
3	N#Cc1ccsc1NC(=O)COC(=O)c1cc(Br)ccc1O
4	O=S(=O)(Nc1ccc(N2CCOCC2)cc1)c1cccs1
5	Cn1cc(Br)c(C(=O)N/N=C/c2cc3c(cc2Cl)OCO3)n1
6	NC(=O)NCCc1ccccc1
7	Cc1csc(NC(=O)CNS(=O)(=O)c2cccs2)n1
8	S=C(NCc1ccncc1)Nc1ccc(Cl)cc1

Assay by compound,1,2,3,4,5,6,7,8
Mtb BioA inh,2.0,0.3,-1.5,1.0,2.0,-2.6&-1.2,/,/
GDH-TPI inh,-1,15,9,6,27,-6,3,1
PfHsp40 yeast,0.3,/,-0.1,-1.7,-0.2,-0.6,1.1,-1.3
UGM FP inh,3.2,/,-4.2,-0.9,/,-0.8,0.1,-4.3
FBA Mtb inh,-1,135*,5,-1,1,-1,3,2
FadD28 FP inh,-2.1,-0.9,-1.0,0.0,-0.9,-2.8,1.8,-4.2
BoNT-A LC inh2,0.0,-0.3,0.8,0.4,0.0,0.3,1.8,-0.5
Anthrax LF prot,-3,-7,-1,-22,1,2,10,1
BoNT F protease,-10,-5,3,-143,8,-2,19,-4

9	COc1ccc(CCNC(=O)Nc2nc(C(N)C3CCCCC3)cs2)cc1OC (stereo unspecified)
10	O=S(=O)(c1ccc(Cl)cc1)N1CCN(c2ccccn2)CC1
11	CN(CC(=O)NCc1ccccn1)S(=O)(=O)c1ccc(F)cc1
12	O=C(Nc1ccccc1)N1CCCN(c2ccc(C(F)(F)F)cn2)CC1
13	COc1ccc(S(=O)(=O)N2CCCCC2)cc1NCC(=O)Nc1ccc(C)cc1
14	Cc1ccc2cc3cc(C(=O)N4CCCCCC4)oc3nc2c1
15	CC1(C(=O)NS(=O)(=O)c2cccc(Cl)c2)CCN1C(=O)CCc1ccccc1 (stereo unspecified)
16	CC1CN(C(=O)COC(=O)c2ccc(F)cc2Cl)CC(C)O1 (stereo unspecified)

Assay by compound,9,10,11,12,13,14,15,16
Mtb BioA inh,-0.3,2.0,/,/,-0.9,-0.3,0.8,-2.1
GDH-TPI inh,-5,-6,2,10,0,23,-5,16
PfHsp40 yeast,/,0.1,-1.5,1.2,0.6,8.8,/,-0.5
UGM FP inh,/,-1.5,3.2,-0.8,-1.5,0.2,/,-1.7
FBA Mtb inh,4,-3,5,8,-1,11,4,1
FadD28 FP inh,-3.7,-2.7,0.3,-2.6,-3.0,-1.7,-1.0,-0.7
BoNT-A LC inh2,-0.7,-3.1,0.1,/,-1.6,0.8,0.1,-4.7
Anthrax LF prot,-10,-6,-2,/,-8,-2,4,-16
BoNT F protease,-5,48*,2,/,-2,-18,-4,-27

17	CCOc1ccc(C2Nc3cccc4cccc(c34)N2)cc1OC
18	COC(=O)Cn1c(=O)c2c(nc3n2CCCN3CCc2ccccc2)n(C)c1=O
19	COc1ccc(OCCN2CCC(C(=O)NC(c3ccc(C)cc3)c3ccccn3)CC2)cc1 (stereo unspecified)
20	CCCCCSc1nc2c(c(=O)[nH]c(=O)n2C)n1C(C)C
21	Cc1ccc(N=C(/N=C(\N)N[N+](=O)[O-])Nc2ccc(C)cc2)cc1
22	Cn1cc(Br)c(C(=O)N/N=C/c2cccc(OC3CSC3)c2)n1
23	CCCN(CC(=O)Nc1ccccc1OC)C(=O)c1ccncc1
24	Cc1cccc(NC(=O)Nc2ccc(C#N)cc2)n1

Assay by compound,17,18,19,20,21,22,23,24
Mtb BioA inh,/,4.9,0.9,-0.8,-0.1,/,/,-2.0
GDH-TPI inh,-1,-3,-5,-15,5,5,1,10
PfHsp40 yeast,0.3,-0.4,/,-0.8,-0.1,-1.0,-1.0,-0.8
UGM FP inh,-0.8,-1.2,/,-5.2,2.7,0.7,-4.2,-1.0
FBA Mtb inh,-2,0,-1,4,1,-4,1,1
FadD28 FP inh,-6.5,-1.6,-3.3,2.4,-1.0,-2.3,1.5,-1.1
BoNT-A LC inh2,-0.7,0.1,-0.3,-0.3,1.5,0.6,-7.0,-0.7
Anthrax LF prot,-5,3,-7,-1,-3,2,-11,-14
BoNT F protease,-53,?,-15,-6,8,-6,-21,-4

25	O=C(Nc1cccc(S(=O)(=O)N2CCOCC2)c1)c1cccc(S(=O)(=O)N2CCCC2)c1
26	CC(C)c1ccc(/C=C/C(=O)n2nnc3ccccc32)cc1
27	Cc1ccc(S(=O)(=O)NNC(=S)Nc2ccc(Cl)cc2)cc1
28	Cc1oc(-c2ccccc2F)nc1CS(=O)(=O)CC(=O)NC1CCCC(C)C1C (stereo unspecified)
29	CN1CC=C2C(C#N)=C(N)C(C#N)(C#N)C(Cc3ccccc3)C2C1 (stereo unspecified)
30	COCCCN=CC1=C(O)CC(C)(C)CC1=O
31	O=C(Nc1ccc(C(=O)N2CCOCC2)cc1)c1ccccc1
32	Cn1c(SCc2nc(-c3ccccc3)no2)nnc1-c1ccco1

Assay by compound,25,26,27,28,29,30,31,32
Mtb BioA inh,-0.9,-0.8,/,0.2,-5.2,-1.8,-1.0,0.5
GDH-TPI inh,-1,18,-6,16,15,6,-4,-3
PfHsp40 yeast,0.0,-0.2,0.1,-0.8,-0.6,1.2,-0.6,9.6
UGM FP inh,/,0.3,-1.3,-3.6,-5.0,1.8,/,2.7
FBA Mtb inh,-2,2,-1,-5,32*,-1,1,-9
FadD28 FP inh,-11,0.1,-2.2,-3.3,-2.3,3.5,-0.2,-2.9
BoNT-A LC inh2,-1.1,1.6,0.0,-0.6,0.9,?,-0.2,0.7
Anthrax LF prot,-4,5,-2,0,5,-3,-8,6
BoNT F protease,-5,16,-3,0,-12,-1,-8,?

One compound at a time (already shown).
Record of Cn1cc(Br)c(C(=O)N/N=C/c2cc3c(cc2Cl)OCO3)n1 = Mtb BioA inh: 2.0; GDH-TPI inh: 27; PfHsp40 yeast: -0.2; UGM FP inh: /; FBA Mtb inh: 1; FadD28 FP inh: -0.9; BoNT-A LC inh2: 0.0; Anthrax LF prot: 1; BoNT F protease: 8
Record of Cn1c(SCc2nc(-c3ccccc3)no2)nnc1-c1ccco1 = Mtb BioA inh: 0.5; GDH-TPI inh: -3; PfHsp40 yeast: 9.6; UGM FP inh: 2.7; FBA Mtb inh: -9; FadD28 FP inh: -2.9; BoNT-A LC inh2: 0.7; Anthrax LF prot: 6; BoNT F protease: ?

Other records
33	CCOc1ccc(OCCC(=O)OCC(=O)NC(C)c2ccccc2)cc1 (stereo unspecified)
34	O=C(NCc1n[nH]c(=S)n1-c1ccc(F)cc1)c1ccc(S(=O)(=O)N2CCCCC2)cc1
35	COC(C(=O)Nc1ccc(S(=O)(=O)Nc2ccc(F)cc2)cc1)c1ccccc1 (stereo unspecified)
36	N#C[C@@H]1N(Cc2ccccc2)C(=O)[C@H]2CC3C=CC21O3 (stereo partly specified)
37	CCCn1c(=O)c(C(=O)NCc2ccccc2)c(O)c2ccccc21
38	Cc1noc(C)c1NC(=O)N(C)C[C@H]1Oc2ccc(NC(=O)NC(C)C)cc2C(=O)N([C@H](C)CO)C[C@H]1C
39	O=C(NNC(=O)C1CCC(C(=O)NNC(=O)c2cccs2)CC1)c1cccs1 (stereo unspecified)
40	Cc1ccc(/C=N/NC(=O)c2cccc(S(=O)(=O)Nc3cccc(Cl)c3)c2)o1

Assay by compound,33,34,35,36,37,38,39,40
Mtb BioA inh,/,/,/,-2.7,2.0,0.9,/,/
GDH-TPI inh,2,1,-6,10,-15,12,4,11
PfHsp40 yeast,-0.9,-0.9,-0.3,-0.4,-0.8,-1.8,-1.0,-1.1
UGM FP inh,0.9,-1.6,-1.6,-1.1,-2.7,-5.6,1.3,-0.3
FBA Mtb inh,-1,-1,-6,2,-3,18,1,4
FadD28 FP inh,-1.3,-0.2,-3.6,-0.7,-2.0,-2.4,-1.1,-3.1
BoNT-A LC inh2,-0.8,-6.9,-0.6,-0.1,-0.9,0.2,0.5,-0.1
Anthrax LF prot,4,-10,-2,5,5,0,-3,0
BoNT F protease,-2,-33,-7,7,26,9,4,2

41	COc1cc(CN2CCN(C(=O)c3cccc4ccccc34)CC2)cc(OC)c1O
42	CC1=CC(C)C(C(=O)O)C(C(=O)O)C1 (stereo unspecified)
43	O=C(CNC(=O)c1ccccc1F)N/N=C/c1ccco1
44	COCCN(CCOC)c1ncnc2c1cnn2-c1ccc(Cl)cc1
45	Cc1ccc(N=CC=C2OC(C)(C)C(C)(C)O2)c(C)c1
46	CC(C)(C)OC(=O)N1CCC2(CC1)Oc1ccc(Cl)cc1C(=O)C21CC(c2ccc(Cl)cc2)=NO1 (stereo unspecified)
47	O=C(OCC(=O)c1ccccc1)C1=NN(c2ccccc2)C(=O)CC1
48	CCO[C@H]1OC(C(=O)NCc2nc3ccccc3[nH]2)=C[C@@H](C)[C@@H]1CCCO

Assay by compound,41,42,43,44,45,46,47,48
Mtb BioA inh,-0.8,-1.6,-1.5,9.5,/,0.9,-3.7,-0.6
GDH-TPI inh,4,5,6,7,-8,13,4,-1
PfHsp40 yeast,0.7,-2.6,-1.3,0.1,-0.4,-1.4,0.8,0.0
UGM FP inh,2.9,-1.6,-0.1,0.7,-3.5,0.7,-1.5,-0.6
FBA Mtb inh,1,-1,6,2,5,-2,2,3
FadD28 FP inh,-1.7,-1.3,-1.3,-0.6,-1.3,0.1,/,-0.3
BoNT-A LC inh2,-3.8,0.1,0.5,-0.1,-0.3,-0.5,-0.2,0.4
Anthrax LF prot,1,1,4,-4,-1,-7,-2,-2
BoNT F protease,17,-7,1,-4,-9,-2,-9,1

49	O=C1CC(NCc2ccccc2F)C(=O)N1c1ccccc1 (stereo unspecified)
50	CN1C(=O)C(O)(CC(=O)c2ccncc2)c2ccccc21 (stereo unspecified)
51	O=C1c2ccccc2NC(c2ccccn2)N1NS(=O)(=O)c1ccccc1 (stereo unspecified)
52	COc1ccccc1C(=O)NC(=S)Nc1ccc(N2CCOCC2)c(Cl)c1
53	Cc1ccccc1-n1c(SCC(=O)O)nc2sc3c(c2c1=O)CCCC3
54	CCOC(=O)c1ccc(NC(=O)C2(c3ccc(Cl)cc3)CCCC2)cc1
55	CNc1ccc(C(=O)c2ccccc2C(=O)O)cc1[N+](=O)[O-]
56	CC(C)(C)NC(=O)COC(=O)c1nsc(Cl)c1Cl

Assay by compound,49,50,51,52,53,54,55,56
Mtb BioA inh,-2.6,-0.2,-11,/,8.5,8.1,/,0.4
GDH-TPI inh,13,2,6,-5,15,-3,16,-1
PfHsp40 yeast,2.3,-2.2,-1.1,1.7,/,0.7,-2.7,-0.3
UGM FP inh,0.9,2.5,1.6,0.7,-1.1,1.5,1.6,0.3
FBA Mtb inh,0,3,11,2,1,0,-5,5
FadD28 FP inh,0.0,-0.2,-1.2,-2.7,-2.6,-1.6,-2.4,-1.7
BoNT-A LC inh2,-1.0,1.4,0.4,-1.5,-1.0,0.2,-0.9,-0.5
Anthrax LF prot,-2,0,2,0,7,-8,-4,-1
BoNT F protease,-2,10,-5,-6,9,3,5,-5

57	Cc1ccc(C(=O)Nc2ccc(C(=O)NCC3CCCO3)cc2)cc1 (stereo unspecified)
58	CC1CC(=O)Nc2ccccc2S1(=O)=O (stereo unspecified)
59	COC(=O)c1ccccc1NC(=O)NC1CCC(C)CC1 (stereo unspecified)
60	CSCC[C@H](NC(=O)C1CCCC1)c1nc2ccccc2[nH]1
61	Cn1c(-c2ccc(Br)cc2)cnc1NCc1cccnc1
62	O=C(O)CNS(=O)(=O)c1ccc(Br)s1
63	Cc1ccc(CSCc2ccc(C(=O)NC3CC3)o2)cc1

Assay by compound,57,58,59,60,61,62,63
Mtb BioA inh,-0.6,-2.7,/,/,23,0.8,0.8
GDH-TPI inh,8,4,1,1,5,6,-8
PfHsp40 yeast,-0.6,-0.8,0.8,0.1,0.8,-1.5,1.2
UGM FP inh,-0.1,-1.0,0.6,2.6,0.2,-0.4,-0.4
FBA Mtb inh,1,-2,17,6,4,1,-1
FadD28 FP inh,-1.6,-0.7,-2.4,-1.4,-2.9,-1.9,-3.4
BoNT-A LC inh2,4.2,0.5,0.2,0.0,-0.6,0.2,1.2
Anthrax LF prot,2,-6,2,-2,0,-2,1
BoNT F protease,27,2,2,-2,3,-4,4
